Screens (PubChem)
ADAM17 inh – inhibits human ADAM17 | P78536 | recombinant ADAM17, EDANS/DABCYL FRET peptide cleavage | inhibition, % at 6.95 µM | actives 0.83% (n = 370,000);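 active = inhibition above the mean of compounds lying between control limits plus 3 SD, set per campaign, cut at about 8.5% in these data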;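 also: 0% = DMSO-only wells as the low control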
ARFGAP1 inh – inhibits rat ARF GTPase activating protein 1. Q62848. Arfgap1-stimulated ARF1 GTP hydrolysis, GDP FP detection. inhibition, % at 16.5 µM. actives 0.26% (n = 360,000);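 active = inhibition above a per-plate limit, mean inhibition of low control wells plus 3 SD, cut at about 25% in these data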;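 also: 0% = DMSO wells with enzyme and 100% = wells lacking Arfgap1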
Target sequence (Q62848 1-136 limits assumed): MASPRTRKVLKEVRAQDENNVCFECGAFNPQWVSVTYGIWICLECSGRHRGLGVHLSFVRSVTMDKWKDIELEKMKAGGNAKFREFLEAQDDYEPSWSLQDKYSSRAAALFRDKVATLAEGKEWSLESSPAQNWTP
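Material: rat Arfgap1 catalytic domain, aa 1-136; also added: human ARF1(Δ1-17)-GTP substrate; compound dosing: one concentration, 16.5 µM, DMSO 1.26%; incubation: GTP hydrolysis reaction 2 h at 25 °C; measured by: Tracer-displacement fluorescence polarization with EDTA stop, 620/688 nm; evaluation: % inhibition from polarization; repeats: one replicate per compound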
Tn6 DDE FP – inhibitors of Tn6 peptide binding to human fibrin DD(E); AID 720509; P02675; Fibrin DD(E) TRITC-Tn6 fluorescence polarization displacement; inhibition, % at 8.3 µM; actives 0.21% (n = 370,000);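 active = inhibition above a per-campaign cutoff: mean of compounds within control limits plus 3 SD, cut at about 15% in these data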;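 also: 0% = median of all compound wells on the plate and 100% = blocking peptide control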
ADAM10 inh – inhibitors of human ADAM10; O14672; recombinant ADAM10, EDANS/DABCYL FRET peptide cleavage, 3 h; inhibition, % at 7 µM; actives 0.62% (n = 370,000); AID 720582;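 active = inhibition above a per-campaign cutoff equal to the mean of compounds falling between control-based bounds plus 3 SD, cut at about 20% in these data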;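 also: 0% = DMSO wells while the 100% control is not disclosed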
Target sequence (O14672 214-748 limits assumed): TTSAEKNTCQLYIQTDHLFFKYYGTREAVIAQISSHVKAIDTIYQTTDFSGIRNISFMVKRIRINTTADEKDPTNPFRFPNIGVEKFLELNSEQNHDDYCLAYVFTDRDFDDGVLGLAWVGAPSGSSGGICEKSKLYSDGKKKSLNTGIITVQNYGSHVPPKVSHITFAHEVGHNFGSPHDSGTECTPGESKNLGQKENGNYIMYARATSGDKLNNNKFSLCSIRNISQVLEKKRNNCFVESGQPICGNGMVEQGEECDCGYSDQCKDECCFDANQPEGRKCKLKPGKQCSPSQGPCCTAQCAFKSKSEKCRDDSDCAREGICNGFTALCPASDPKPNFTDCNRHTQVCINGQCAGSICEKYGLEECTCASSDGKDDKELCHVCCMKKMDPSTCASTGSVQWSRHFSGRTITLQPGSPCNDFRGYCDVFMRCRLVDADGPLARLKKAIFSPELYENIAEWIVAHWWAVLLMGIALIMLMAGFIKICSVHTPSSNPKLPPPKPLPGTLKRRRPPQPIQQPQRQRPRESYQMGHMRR
LEDGF integ inh – blocks HIV-1 LEDGF/p75-dependent DNA integration; TR-FRET IN-LEDGF/p75 DNA integration, Eu/Cy5; inhibition, % at 3.7 µM; actives 0.64% (n = 370,000); AID 743269;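 active = inhibition above the screen-wide mean plus 3 SD, cut at about 13% in these data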;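 also: signal is the Cy5 over europium emission ratio at 671 and 618 nm; 0% = plate median of compound wells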
TDP2 absorb – TDP2 (human) inhibition, absorbance primary screen | O95551 | recombinant TDP2, T5PNP hydrolysis, p-nitrophenol absorbance 415 nm | inhibition, % at 12.8 µM | actives 0.34% (n = 370,000) | AID 720702;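 active = inhibition above the mean of all tested compounds plus 3 SD, set per campaign, cut at about 25% in these data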;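 also: 0% = DMSO with enzyme and 100% = buffer with substrate but no TDP2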
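Assay system: recombinant human TDP2 / Reagent: T5PNP substrate at 5 mM, a TopII-DNA adduct mimic / Measured by: epi absorbance from released p-nitrophenol / Evaluation: % inhibition relative to enzyme-containing and enzyme-free wells / Control set: enzyme-free and DMSO wells / Replicates: each compound tested once, singlicate / Schedule: enzyme reaction with compound for 2 h at 37 °C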
PLCg1 inh – inhibitors of human phospholipase C gamma1; P19174; purified PLC-gamma1, fluorogenic substrate, fluorescence; inhibition, % at 12.2 µM; actives 0.84% (n = 370,000); in the data active = inhibition above about 9.5%
ASAP1 GAP inh – inhibitors of human ASAP1 ArfGAP activity; actives 0.19% (n = 360,000); AID 624377; ASAP1-stimulated ARF1 GTP hydrolysis, GDP FP detection; Q9ULH1; inhibition, % at 16.5 µM; in the data active = inhibition above about 25%;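 also: 0% = vehicle with enzyme and substrate and 100% = no enzyme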
proKLK7 act – proKLK7 (human) activation, primary screen; P49862; purified proKLK7, EDANS-DABCYL substrate fluorescence; 100% is mature enzyme control, 0% vehicle; actives 0.9% (n = 370,000); activation, % at 7 µM;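 active = activation above the mean of all tested compounds plus 3 SD, computed per campaign excluding outliers beyond control limits, cut at about 13% in these data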
Target sequence (P49862 whole entry, looked up): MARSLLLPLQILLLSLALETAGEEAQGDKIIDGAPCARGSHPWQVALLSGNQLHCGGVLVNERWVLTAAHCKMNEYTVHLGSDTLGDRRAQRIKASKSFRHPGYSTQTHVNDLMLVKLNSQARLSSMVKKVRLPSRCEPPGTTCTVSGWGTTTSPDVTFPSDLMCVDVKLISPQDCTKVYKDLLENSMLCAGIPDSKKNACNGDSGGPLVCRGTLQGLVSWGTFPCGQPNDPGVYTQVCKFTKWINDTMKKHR
DDE Tn7 FP inh – inhibitors of Tn7 peptide binding to human fibrin DD(E). P02675. FP displacement of FITC-Tn7 peptide from fibrin DD(E); 0% = median of compound wells per plate. inhibition, % at 8.3 µM. actives 0.13% (n = 370,000). AID 720508;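 active = inhibition above the mean of compounds falling within the control limits plus 3 SD of them, cut at about 14% in these data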;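 also: 0% = plate median of compound wells and 100% = 10 µM Aha-Tn7 peptide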
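Measure: % inhibition scaled between sample-field median and high-control FP; Test system: human fibrin DD(E); Quantity: 2 µM final DD(E) protein; Doses: one dose, 8.3 µM nominal; Schedule: compound with protein 10 min, then 3 h after probe, room temperature; Detection: fluorescence polarization; Medium: Tris buffer with calcium and detergent, pH 7.8.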
* marks the source's active call; other numbers are inactive results; i = inactive; / = not tested or not shown.

1) O=C(NN1CCOCC1)c1ccc(Cl)s1
2) COc1cc(/C=N/N=C2/C(=O)Nc3ccccc32)ccc1O
3) CCC1CCc2sc(C(=O)NCC(c3ccc(OC)cc3)N3CCCC3)cc2C1 (stereo unspecified)
4) COC(=O)c1ccc(NC(=O)CN2CCN(c3ccccc3)CC2)cc1
5) O=C(O)c1cccc(S(=O)(=O)Nc2ccccc2Cc2ccccc2)c1
6) OC(CN1CCCCC1)c1ccc(Br)cc1 (stereo unspecified)
7) Cn1c(N)c(C(=O)COC(=O)CCc2ccccc2)c(=O)n(C)c1=O
8) O=C(CCNC(=O)c1ccc([N+](=O)[O-])cc1)NNC(=O)c1ccccc1F

Compound	1	2	3	4	5	6	7	8
ADAM17 inh	-2	3	-2	0	0	-5	-5	1
ARFGAP1 inh	-8	4	3	22	-4	1	3	-4
Tn6 DDE FP	-1	2	-4	-6	0	-10	-9	8
ADAM10 inh	10	8	-3	0	7	-2	-6	-1
LEDGF integ inh	2	-6	2	-5	0	2	-1	1
TDP2 absorb	-9	1	1	-10	7	-9	2	3
PLCg1 inh	-1	7	-3	12*	2	3	2	1
ASAP1 GAP inh	7	2	5	4	5	6	-5	8
proKLK7 act	0.0	-0.9	0.4	-0.4	0.8	-0.2	-0.3	0.1
DDE Tn7 FP inh	-5	6	-2	-4	1	-2	-4	-5

9) CCN(c1ccccc1)S(=O)(=O)c1ccc(N)c(OC)c1
10) O=C(CN1CCN(C(=O)C2CCN(C(=O)/C=C/c3ccccc3)CC2)CC1)Nc1ccc(F)cc1
11) Cc1ccc(-c2c(C)n([O-])c3c([n+]2=O)CCCCC3)cc1
12) COC(=O)[C@]12C[C@H](CC(=O)NCCCN3CCCC3=O)C(=O)N(CCc3ccc(OC)c(OC)c3)C1=C[C@H](C(C)(C)C)O[C@@H]2C
13) O=C(c1ccc(F)cc1)N1CCOC(c2nc(-c3ccc(F)cc3)no2)C1 (stereo unspecified)
14) CCOC(=O)C1=C(CS(=O)(=O)c2ccccc2)NC(=O)NC1c1ccccc1OC (stereo unspecified)
15) Cc1ccccc1NC(=S)NCc1ccc2c(c1)cc(C)n2C
16) Cc1nnc(SC(C)C(=O)Nc2ccc(S(=O)(=O)N3CCCCC3)cc2)s1 (stereo unspecified)

Compound	9	10	11	12	13	14	15	16
ADAM17 inh	-2	0	-2	2	-5	2	-5	-1
ARFGAP1 inh	2	8	-3	/	2	0	3	2
Tn6 DDE FP	-5	4	5	1	1	0	20*	-2
ADAM10 inh	-1	-2	-7	1	-1	1	-11	7
LEDGF integ inh	1	8	-4	2	-2	4	-1	-3
TDP2 absorb	7	-9	-12	-4	8	0	6	-8
PLCg1 inh	0	1	0	5	-1	3	-28	4
ASAP1 GAP inh	-4	1	1	/	11	-11	-9	-6
proKLK7 act	-0.7	-0.2	0.5	0.4	-0.1	-0.1	-0.4	0.4
DDE Tn7 FP inh	-12	-2	2	3	-2	1	9	3

17) C[C@H]1C[C@H]2[C@@H]3CCC4=CC(=O)C=C[C@]4(C)[C@@]3(Cl)[C@@H](O)C[C@]2(C)[C@@]1(O)C(=O)CO
18) CCOc1ccccc1NC(=O)COc1cccnc1[N+](=O)[O-]
19) C=CCc1cccc2cc(C(=O)NCc3cccnc3)c(=O)oc12
20) COc1ccccc1NC(CC(=O)c1ccccc1)C(=O)OCC(=O)c1ccc(Br)cc1 (stereo unspecified)
21) O=C(NCc1ccco1)C(C(=O)c1ccc(F)cc1)n1ccccc1=O (stereo unspecified)
22) CCOC(=O)C1CCCN(C(=O)CN2C(=O)c3ccccc3C2=O)C1 (stereo unspecified)
23) CC(=O)Nc1ccc2nc(SCC(=O)Nc3ccc(N4CCOCC4)c(Cl)c3)sc2c1
24) CC(=O)NC1CCN(C(=O)N2CCCC2)CC1

Compound	17	18	19	20	21	22	23	24
ADAM17 inh	3	0	-35	-1	2	-1	-2	-3
ARFGAP1 inh	1	-7	1	-9	-3	2	13	3
Tn6 DDE FP	2	1	-9	-7	3	-5	0	5
ADAM10 inh	-6	-1	-101	-3	-7	6	-4	1
LEDGF integ inh	1	-3	4	0	0	-1	-5	1
TDP2 absorb	3	4	6	-4	-6	6	-8	3
PLCg1 inh	3	-3	-24	-14	0	-18	1	0
ASAP1 GAP inh	0	2	3	-9	-5	4	6	7
proKLK7 act	-0.3	0.7	0.3	0.5	0.0	0.6	0.1	0.8
DDE Tn7 FP inh	-9	8	-6	0	2	-4	5	-1

Carrying on:
Under each structure – ADAM17 inh	ARFGAP1 inh	Tn6 DDE FP	ADAM10 inh	LEDGF integ inh	TDP2 absorb	PLCg1 inh	ASAP1 GAP inh	proKLK7 act	DDE Tn7 FP inh
#25 COc1cc(OC)cc(C(=O)NCCNC(=O)c2ccco2)c1
    -2	1	-4	-6	2	3	2	-3	0.3	-1
#26 CCN1CCCC1CNCc1ccc(Cl)cc1Cl (stereo unspecified)
    -4	10	13	4	-1	-2	1	-10	0.6	11
#27 Cc1sc2nc(NCCO)[nH]c(=O)c2c1C
    0	6	6	1	3	6	5	4	-0.1	7
#28 NC(=O)CCC(NC(=O)c1ccc(Cl)cc1)C(=O)NCCc1ccc2c(c1)OCCO2 (stereo unspecified)
    1	-9	1	-11	-2	5	2	-10	-0.1	0
#29 CC(C)[C@H](NS(=O)(=O)c1cccc(C(F)(F)F)c1)C(=O)OCC(=O)NC(=O)NCc1ccco1
    0	2	-3	7	-2	-5	-2	-11	0.3	-4
#30 COc1cc(/C=C/C(=O)OCC(=O)NCCc2ccccc2)cc(OC)c1OC
    -22	-6	-2	-73	0	-8	-41	11	-0.5	1
#31 CCN1CCN(C(C(=O)NC2CCCCC2)C2CC2)CC1 (stereo unspecified)
    -5	-4	3	-11	-2	3	-2	-5	-0.2	-1
#32 COc1ccc(Cn2nnc3c(=O)[nH]c(C(=O)NCCc4ccc(F)cc4)nc32)cc1OC
    -3	4	1	-11	2	3	-2	5	0.2	-2
#33 COC(=O)Cc1c(C)c2ccc(OCC(=O)N3CCC(C)CC3)c(C)c2oc1=O
    -226	-5	1	i	0	12	-46	-1	2.6	-1
#34 NC(=O)c1sc2nc(N3CCCCC3)c3c(c2c1N)CCCC3
    -13	3	3	-49	-1	2	-84	-2	-0.5	2
#35 COc1ccc(CCN(C)C(=O)N2CCOCC2)cc1OC
    -2	-9	8	-5	0	1	-4	-7	0.6	0
#36 COc1cc(C)nc(N2CCC(C(N)=O)CC2)n1
    -3	4	4	3	-1	-7	3	8	0.1	-5
#37 Cn1c(=O)c2c(nc(Sc3ncnn3CC(=O)N3CCOCC3)n2C)n(C)c1=O
    -2	0	3	3	5	13	-1	-5	0.1	0
#38 COCc1[nH]c(=S)c(C#N)cc1C(=O)OC
    -28	-5	-5	-35	10	-1	-63	9	1.6	0
#39 CC1(C)CC(NC(=O)c2ccc(-c3ccc([N+](=O)[O-])cc3)o2)CC(C)(C)N1
    -3	6	-9	-20	-2	-1	-30	6	-0.6	-6
#40 COc1ccc(OC)c(C2CC(c3ccc(NS(C)(=O)=O)cc3)=NN2C(=O)c2ccccc2)c1 (stereo unspecified)
    1	-6	4	10	4	1	-10	-4	-1.1	8
#41 Cc1ccc(C(=O)CCC(=O)OCC(=O)NNC(=O)c2ccc([N+](=O)[O-])cc2)cc1
    1	11	6	-8	1	-11	3	4	-0.1	-2
#42 Cc1ccc2[nH]c3c(N4CCN(Cc5ccc6c(c5)OCO6)CC4)ncnc3c2c1
    -9	3	5	-49	-1	-3	-13	1	-1.2	-6
#43 CCc1nc2c(=O)[nH]cnc2o1
    -1	-9	9	-13	1	8	-1	0	-0.5	1
#44 Cc1cc(NC(=S)N(CCN2CCOCC2)Cc2ccccc2F)ccc1Cl
    0	-8	1	-62	-2	-1	0	9	-0.1	-4
#45 CCn1c(NCc2ccccn2)nc2c1c(=O)n(C)c(=O)n2C
    -4	-2	-1	-3	-1	-5	2	10	-0.4	8

Single records, from the list above. Order of values: ADAM17 inh, ARFGAP1 inh, Tn6 DDE FP, ADAM10 inh, LEDGF integ inh, TDP2 absorb, PLCg1 inh, ASAP1 GAP inh, proKLK7 act, DDE Tn7 FP inh
Cc1ccc(C(=O)CCC(=O)OCC(=O)NNC(=O)c2ccc([N+](=O)[O-])cc2)cc1 across the screens: 1, 11, 6, -8, 1, -11, 3, 4, -0.1, -2
COc1ccc(CCN(C)C(=O)N2CCOCC2)cc1OC across the screens: -2, -9, 8, -5, 0, 1, -4, -7, 0.6, 0
COc1cc(C)nc(N2CCC(C(N)=O)CC2)n1 across the screens: -3, 4, 4, 3, -1, -7, 3, 8, 0.1, -5
COCc1[nH]c(=S)c(C#N)cc1C(=O)OC across the screens: -28, -5, -5, -35, 10, -1, -63, 9, 1.6, 0
Cn1c(=O)c2c(nc(Sc3ncnn3CC(=O)N3CCOCC3)n2C)n(C)c1=O across the screens: -2, 0, 3, 3, 5, 13, -1, -5, 0.1, 0
